Screens deposited in PubChem BioAssay by Sanford-Burnham Center for Chemical Genomics.
Rat MKP-3 inhibitors = MKP-3 phosphatase inhibitors, primary screen, biochemical, rat enzyme, in vitro (AID 425); hit rate 0.17% among 110,000; Dual specificity protein phosphatase 6 (Rattus norvegicus); inhibition, % at 20 µM; hits with a dose series show IC50 in µM; recombinant MKP-3 phosphatase activity, fluorescence; higher % means a stronger effect; in the data active = inhibition above about 50%;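 also: plate controls were vehicle for no effect and reference inhibitor for full effect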
Hsp70 inhibitors = Hsp70 inhibitors, probe displacement, primary screen, biochemical, fluorescence polarization (AID 583); displacement, % at 20 µM, or IC50 in µM where a hit was titrated; Heat shock 70 kDa protein 1A (Homo sapiens); Hsp70 fluorescence polarization probe displacement, mP; higher % means a stronger effect; hit rate 0.06% among 140,000; in the data active = displacement above about 50%;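 also: plate controls were vehicle for no effect and reference ligand for full effect; a part of the inactive calls stands beside numbers as strong as those of hits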
* marks the source's active call; other numbers are inactive results; . = not tested or not shown; & = joins results of further samples.

Rat MKP-3 inhibitors | Hsp70 inhibitors | structure
-5.5% | 0.1% | CC1Cc2ccccc2N1C(=O)CCS(=O)(=O)c1cccc2nonc12 (configuration not stated)
2.6% | -3.7% | N/C(=N\OC(=O)c1cccc(Cl)c1)c1ccccc1
. | 5.0% | O=C(CCN1C(=O)COc2ccccc21)NCCCN1CCc2ccccc2C1
. | -0.5% | CCOC(=O)c1c(N)sc(C(C)=O)c1C
. | 6.3% | CCOC(=O)c1c(C(F)(F)F)nc2ncccn12
-5.0% | -1.1% | Cc1ccc(C=Nc2ccc3nc(-c4ccc(Cl)cc4Cl)[nH]c3c2)o1
-17.0% | -0.4% | Cc1cc(C)n(-c2ccc(C(=O)NCc3ccc4c(c3)OCO4)cc2)n1
-4.3% | -0.5% | NC(=O)C(c1ccccc1)C1CCCC1 (configuration not stated)
-3.2% | 7.9% | Cc1ccc(Cn2c(SCC(N)=O)nc3c2c(=O)n(C)c(=O)n3C)cc1
2.6% | -3.8% | Cc1ccc2cccc(SCc3ccc([N+](=O)[O-])cc3)c2n1

Three structures already listed, ordered by formula weight, falling:
Rat MKP-3 inhibitors | Hsp70 inhibitors | structure
. | 5.0% | O=C(CCN1C(=O)COc2ccccc21)NCCCN1CCc2ccccc2C1
-17.0% | -0.4% | Cc1cc(C)n(-c2ccc(C(=O)NCc3ccc4c(c3)OCO4)cc2)n1
-4.3% | -0.5% | NC(=O)C(c1ccccc1)C1CCCC1 (configuration not stated)

(continued)
Rat MKP-3 inhibitors | Hsp70 inhibitors | structure
-11.1% | . | C(=C\CSc1nnnn1-c1ccccc1)/CSc1nnnn1-c1ccccc1
. | 3.1% | CN(C)S(=O)(=O)N(CC(=O)N(Cc1ccccc1)Cc1ccccc1)c1ccccc1
2.7% | 0.2% | Cc1cc(Cl)cc(C)c1OCCCCNCCO
-5.9% | 6.0% | CCOc1ccc(NC(=O)C(C)Sc2nnc(C)n2C)cc1 (configuration not stated)
1.4% | -6.1% | CCOc1cc(/C=C(\C#N)C(=O)c2ccccc2)ccc1O
4.0% | 5.6% | O=C(CSc1nnc(-c2ccc(Cl)cc2Cl)o1)Nc1ccccc1
-1.5% | 2.8% | CC1=C(C(=O)OCc2ccccc2)C(c2ccccc2F)NC(=O)N1 (configuration not stated)
3.6% | -37.1% | O=C1OC(c2cccs2)=N/C1=C\c1ccc(-c2ccccc2Cl)o1
. | -2.8% | Cc1nc2ccccc2c2c1C(=O)N(Cc1cccnc1)C2=O
2.5% | -2.2% | CCOC(=O)Cn1cnc2c(nnn2-c2ccc(C)cc2)c1=O
. | 0.7% | COc1ccc(CNC(=O)CN(Cc2ccc(C)cc2)S(=O)(=O)c2ccc(Cl)cc2)cc1
6.0% | . | CCn1cc(SCC(=O)NCC2CCCO2)c2ccccc21 (configuration not stated)
-13.1% | 5.9% | COc1ccc(-c2nnc(CSc3ncnc4sc5c(c34)CCC5)o2)cc1OC
. | -4.1% | COC(=O)c1ccc(Oc2nc(C(N)=O)cc(-c3ccccc3)n2)cc1
116.9%* | 17.6% | Oc1c(Br)ccc(Cl)c1C=Nc1cccc2nsnc12
3.2% | . | CC(C)(C)c1ccc(-c2n[nH]c(=S)o2)cc1
-3.0% | 10.2% | CCN(Cc1ccccc1)C(=O)CC1Oc2ccccc2NC1=O (configuration not stated)
. | -0.2% | Cc1nn(CCC(=O)O)c(C)c1C
-3.8% | 1.2% | CCOc1ccc(N2C(=O)NC(=O)/C(=C\c3cc(C)n(-c4cccnc4)c3C)C2=O)cc1
-7.8% | -0.3% | Cc1ccc(S(=O)(=O)N2CCCC2C(=O)N(C)Cc2cccs2)cc1 (configuration not stated)
-0.5%&-0.6% | 4.3%&-0.2% | O=C1c2cccc3cccc(c23)C(=O)N1c1cccnc1
-6.3% | -2.3% | COc1cccc(NC(=O)CSc2nnc(-c3cc(C)n(-c4ccccc4)c3C)o2)c1
3.1% | 0.9% | CN(Cc1ccccc1)C(=O)CN(c1cccc([N+](=O)[O-])c1)S(=O)(=O)c1ccccc1
0.9% | 2.5% | CCOc1cc(CNc2ncnc3nc[nH]c23)ccc1OC
-4.2% | -2.3% | C=CCn1c(N)c(C(=O)Nc2ccccc2OC)sc1=S
. | -1.4% | CC(=O)Nc1ccc2c(c1)nc1n2CCOC1
1.5% | -1.0% | O=C(NCc1cccnc1)C1CCN(S(=O)(=O)N2CCC3(CC2)OCCO3)CC1
. | 0.1% | OC(CC1CC12c1ccccc1-c1ncccc12)(c1ccccc1)c1ccccc1 (configuration not stated)
. | -4.7% | CCNc1nc(Cl)nc(N(NC(C)=O)C(C)CC)n1 (configuration not stated)
-17.8% | 2.8% | O=C1c2ccccc2C(=O)N1Cc1nc(-c2ccncc2)no1
. | -1.7% | C=CCn1c(SCC(=O)Nc2cccc3ccccc23)nc(O)c(CC)c1=O
9.5% | -0.5% | O=c1cccc(-c2cccc([N+](=O)[O-])c2)o1
-5.9% | 0.4% | CCCCOC(=O)C1=C(C)Nc2ncnn2C1c1ccc(OC)c(OC)c1OC (configuration not stated)
-5.7% | 3.8% | O=S(N1CCOCC1)C12CC3CC(CC(C3)C1)C2 (configuration not stated)
-9.8% | -0.8% | CC(C)N(C(=O)COc1ccc(Br)cc1Cl)C(C)C
. | 2.2% | c1ccc(Cn2ccc(-c3cnc(-c4ccccc4)s3)n2)cc1
2.4% | 3.7% | CC(=O)c1c(-c2ccc(-c3ccccc3)cc2)nc2n(C)c3ccccc3n12
0.8%&3.2% | -3.0%&-3.6% | O=C1CCCCCC1C1(O)C(=O)Nc2ccccc21 (configuration not stated)
. | -5.9% | Cc1ccc(C2=NN3C(C2)c2ccccc2OC32C(=O)Nc3ccccc32)cc1 (configuration not stated)
7.9% | -6.4% | CC1(C)CC(=O)C2=C(C1)N(c1ccccc1)C(N)=C(C#N)C2c1cccnc1 (configuration not stated)
1.2% | -1.1% | Cn1ccnc1Sc1nnnn1-c1ccccc1
-2.1% | -1.2% | CSc1nc2c(c(=O)n(C)c(=O)n2C)n1C
. | 3.8% | CCOC(=O)C1CCN(C(=O)c2sc3ncnc(N4CCC(C)CC4)c3c2C)CC1
1.3% | -1.5% | Cc1cc(C)c(C(=O)/C(=C/c2ccc(I)cc2)c2ccccc2)c(=O)[nH]1
. | -4.0% | CC(C)C(c1nnnn1C1CCCCC1)N1CCCc2ccccc21 (configuration not stated)
. | 3.5% | Cc1ccccc1NC1=C(Cl)C(=O)OC1OC(=O)c1ccco1 (configuration not stated)
-10.2% | 1.9% | COCCOC(=O)C1=C(C)Nc2ncnn2C1c1ccc(F)cc1 (configuration not stated)
. | 3.7% | CC1SC(c2ccccc2Cl)NC1=O (configuration not stated)
7.7% | 4.6% | CCN=C1SC(CC(=O)Nc2sc3c(c2C#N)CCCC3)C(=O)N1CC (configuration not stated)
3.3% | 0.0% | CCc1c(C)nc2[nH]nc(-c3ccc(C)cc3)n2c1=O

By substructure: those above with a furan ring, fused or not (3)
Rat MKP-3 inhibitors | Hsp70 inhibitors | structure
-5.0% | -1.1% | Cc1ccc(C=Nc2ccc3nc(-c4ccc(Cl)cc4Cl)[nH]c3c2)o1
3.6% | -37.1% | O=C1OC(c2cccs2)=N/C1=C\c1ccc(-c2ccccc2Cl)o1
. | 3.5% | Cc1ccccc1NC1=C(Cl)C(=O)OC1OC(=O)c1ccco1 (configuration not stated)

(more compounds)
Rat MKP-3 inhibitors | Hsp70 inhibitors | structure
-5.0% | -3.3% | Cc1ccc2oc3c(c(=O)c2c1)C(c1cccs1)N(CCCN(C)C)C3=O (configuration not stated)
0.9% | -5.7% | Cc1cccc(NC(=O)c2c(NC(=O)c3ccc([N+](=O)[O-])cc3)sc3c2CCCC3)c1
. | 4.8% | COc1ccc(OC)c(NC(=O)CSc2ncccn2)c1
-7.0% | -2.7% | CSc1nc(N)c(C#N)c(-c2ccccc2Cl)c1C#N
2.4% | -0.4% | O=C(/C=C/Nc1cccc(C(F)(F)F)c1)c1ccccc1
. | -0.2% | CC(C)CC(=O)N1CCN(S(=O)(=O)c2ccccc2)CC1
-12.8% | -2.5% | CCOC(=O)Cc1c(C)nc2c(-c3ccc(Cl)cc3)c[nH]n2c1=O
. | 1.5% | CCCOP(=O)(c1ccc(N(C)C)cc1)C(O)c1cccnc1 (configuration not stated)
3.8% | -1.6% | O=C(Nc1ccc(NC(=O)c2cccc3c(Br)cccc23)cc1)c1ccco1
-6.1% | -5.6% | O=C(O)C1CCC(=O)N1C1CCCC1 (configuration not stated)
-3.5% | -3.8% | COc1ccc(NC(=O)Nc2ccc(N(C)C)cc2)cc1
3.4% | 7.1% | O=C1CN(C(=O)c2ccc(Br)o2)C(c2ccccc2)c2cc(F)ccc2N1 (configuration not stated)
-9.4% | -4.1% | Nc1c(S(=O)(=O)c2cccc(Cl)c2)c2nc3ccccc3nc2n1CCN1CCOCC1
-10.1% | -4.4% | CCOC(=O)c1ccc(N2C(=O)CC(C3CCCO3)C2=O)cc1 (configuration not stated)
-0.1% | . | COC(=O)C1=C(N)Oc2cc(C)n(CC3CCCO3)c(=O)c2C1c1ccccc1 (configuration not stated)
1.5% | 3.7% | O=C(COc1ccccc1Cl)Nc1ccc(NC(=O)c2ccc(Cl)cc2Cl)cc1
-0.8% | -2.1% | CCOc1ccc(/C=C2\C(=O)NC(=O)N(c3ccc(Cl)cc3)C2=O)cc1
-0.4% | -1.9% | O=C(c1cccc(Br)c1)N1N=C(c2ccc(F)cc2)CC1(O)C(F)(F)F (configuration not stated)
-7.4% | 0.2% | Cn1cc(C(=O)NCN2CCCCC2)c2ccccc21
. | -5.0% | CCCNC(=O)c1ccc(OC)cc1OC
. | -0.8% | Cc1oc(-c2ccccc2Cl)nc1Cn1cccc1C1=NC(c2ccccc2)CO1 (configuration not stated)
1.3% | 2.9% | CC(=O)Nc1nnc(Cc2ccc(Cl)cc2)s1
4.1% | 4.1% | CC(=O)Nc1ccc(NC(=O)c2ccc(CN3CCOCC3)cc2)cc1
1.1% | -0.2% | COC(=O)C1=CNC=C(C(=O)OC)C1c1cccc(Oc2ccccc2)c1
5.2% | -3.2% | O=c1c2c3c(sc2n(CCN2CCCC2)c(=O)n1Cc1ccco1)CCCCC3
-5.9% | -0.3% | CCN(CC)CCOc1cccc(C(C)C)c1
-0.6% | -2.4% | Cc1nc2ccc(Cl)cc2c(-c2ccccc2)c1C(=O)O
3.3% | 5.9% | COc1ccc(C(=O)N2CCCCCC2)cc1
0.3% | 2.8% | CCCCNCCCCCCOc1ccc(C(C)C)cc1
0.5% | 1.8% | COc1ccc(-c2cc(C(=O)NC3CCCCCCC3)c3ccccc3n2)cc1OC
1.9% | 2.8% | CCN(CC)C(=O)CSc1nc(O)cc(=O)n1CC
2.4% | -1.3% | CCN(CC)CCCCOc1c(C)cc(Cl)cc1Cl
. | 3.2% | CCN1CCN(C(=O)c2c(-c3c(F)cccc3Cl)noc2C)CC1
6.3% | 3.9% | c1coc(Cn2c(SCc3nc4ccccc4[nH]3)nnc2-c2cnccn2)c1
5.2% | 2.3% | CCn1c(C)nc2c(I)c(O)ccc21
3.5% | 1.7% | O=C(NCCC1=CCCCC1)c1ccc(Cl)c([N+](=O)[O-])c1
-4.6% | -1.8% | CC(=O)N(CC(=O)Nc1nn(-c2ccccc2)nc1C(N)=O)Cc1ccccc1
0.5% | 5.3% | Cc1cc(NS(=O)(=O)c2ccc(Nc3nc(-c4ccncc4)cs3)cc2)no1
4.9% | 0.3% | O=[N+]([O-])c1cc(C(=S)N2CCOCC2)ccc1O
-1.6% | 0.6% | CC(=O)Nc1ccc(S(=O)(=O)Nc2cccc3cccnc23)cc1
. | -1.1% | COc1cccc(C(=O)NC2CCN(CC(=O)Nc3nccs3)CC2)c1
-10.9% | 0.1% | Nc1nc(CSc2ccccn2)nc(Nc2ccccc2)n1
-1.2% | 0.3% | CCSc1sccc1C1C(C#N)=C(N)N(c2cccnc2)C2=C1C(=O)CC(C)(C)C2 (configuration not stated)
-2.3% | 1.2% | O=C(CSc1nnc(-c2ccco2)n1-c1ccccc1)NCc1ccccc1
2.4% | -4.0% | COc1ccc(NC(=O)N(CCC(C)C)C(C)c2ccccn2)c(OC)c1 (configuration not stated)
3.0% | -4.4% | COc1cc(NC(=O)c2cc(Cl)ccc2Cl)ccc1NC(=O)c1ccco1
5.2% | -4.1% | Cc1scc(C(=O)NCc2ccco2)c1-c1ccccc1
-7.3% | -0.9% | Cc1onc(-c2ccccc2Cl)c1C(=O)NCCN1CCOCC1
-1.1% | 1.0% | CCOC(=O)C1=C(C)N=C2SC(C)C(=O)N2C1c1ccc(C(=O)OC)cc1 (configuration not stated)
-2.0% | -4.2% | COc1ccc(S(=O)(=O)Nc2ccc([N+](=O)[O-])cc2)cc1
. | 115.0% | CCCCCn1nc(-c2ccccc2)c2nc3ccccc3nc21
2.2% | -1.8% | COc1cccc(/C=C2\C(=O)NN(c3ccccc3)C2=O)c1OC

For reference, some entries already given:
Rat MKP-3 inhibitors | Hsp70 inhibitors | structure
-1.2% | 0.3% | CCSc1sccc1C1C(C#N)=C(N)N(c2cccnc2)C2=C1C(=O)CC(C)(C)C2 (configuration not stated)
-2.3% | 1.2% | O=C(CSc1nnc(-c2ccco2)n1-c1ccccc1)NCc1ccccc1
2.4% | -4.0% | COc1ccc(NC(=O)N(CCC(C)C)C(C)c2ccccn2)c(OC)c1 (configuration not stated)
3.0% | -4.4% | COc1cc(NC(=O)c2cc(Cl)ccc2Cl)ccc1NC(=O)c1ccco1
5.2% | -4.1% | Cc1scc(C(=O)NCc2ccco2)c1-c1ccccc1
-7.3% | -0.9% | Cc1onc(-c2ccccc2Cl)c1C(=O)NCCN1CCOCC1

Not all compounds are listed; count on the stated rates, not on these rows.
